Source: PubChem BioAssay (several laboratories)
HePTP inh: human HePTP phosphatase inhibition. inhibition, % at 20 µM. P35236. recombinant HePTP phosphatase activity, OD absorbance. hit rate 0.64% among 110,000; in the data active = inhibition above about 50%;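 also: plate controls were vehicle for no effect and reference inhibitor for full effect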
Target sequence (P35236 whole entry, looked up): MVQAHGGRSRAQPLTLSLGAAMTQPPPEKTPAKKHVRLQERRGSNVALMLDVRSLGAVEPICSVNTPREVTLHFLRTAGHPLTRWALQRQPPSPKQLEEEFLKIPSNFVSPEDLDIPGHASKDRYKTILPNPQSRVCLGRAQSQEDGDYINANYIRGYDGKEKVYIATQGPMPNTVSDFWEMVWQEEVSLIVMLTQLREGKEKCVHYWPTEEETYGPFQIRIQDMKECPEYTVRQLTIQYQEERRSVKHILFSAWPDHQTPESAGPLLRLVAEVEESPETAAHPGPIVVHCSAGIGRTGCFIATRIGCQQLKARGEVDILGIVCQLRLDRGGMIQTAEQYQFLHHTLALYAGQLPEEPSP
BAP1 block: inhibitors of human BAP1 deubiquitinase. Q92560. recombinant BAP1, Ub-AMC hydrolysis fluorescence kinetic; hits give low values. activity remaining (% of control), % at 20 µM. hit rate 0.48% among 72,000;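 active = activity remaining at or below 50% of control, provided the compound also passes the data quality filters; inactive = the rest, including low values that fail the filters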;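 also: 100% = DMSO wells rate and 0% = substrate alone blank rate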
Target sequence (Q92560 whole entry, looked up): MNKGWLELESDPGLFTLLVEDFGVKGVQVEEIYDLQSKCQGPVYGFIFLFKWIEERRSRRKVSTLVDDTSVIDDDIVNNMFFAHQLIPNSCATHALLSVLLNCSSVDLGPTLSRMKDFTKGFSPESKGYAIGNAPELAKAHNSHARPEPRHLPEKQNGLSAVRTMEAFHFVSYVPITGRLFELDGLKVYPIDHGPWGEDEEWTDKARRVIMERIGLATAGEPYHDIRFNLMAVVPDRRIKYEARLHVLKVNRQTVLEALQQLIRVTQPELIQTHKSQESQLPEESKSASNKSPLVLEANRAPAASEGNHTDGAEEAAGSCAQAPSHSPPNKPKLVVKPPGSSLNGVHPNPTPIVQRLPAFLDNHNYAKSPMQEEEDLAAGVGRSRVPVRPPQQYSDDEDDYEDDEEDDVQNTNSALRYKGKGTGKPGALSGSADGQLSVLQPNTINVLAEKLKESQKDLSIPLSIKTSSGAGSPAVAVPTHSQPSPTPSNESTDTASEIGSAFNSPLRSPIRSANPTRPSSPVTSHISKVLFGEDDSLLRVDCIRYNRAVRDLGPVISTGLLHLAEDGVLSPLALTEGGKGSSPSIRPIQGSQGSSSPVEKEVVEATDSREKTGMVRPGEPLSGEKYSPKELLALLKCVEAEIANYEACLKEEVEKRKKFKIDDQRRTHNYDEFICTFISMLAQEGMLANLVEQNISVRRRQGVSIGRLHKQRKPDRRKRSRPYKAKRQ
* hit, by the source's call; / = no result given; & = joins results of further samples.

SMILES | HePTP inh | BAP1 block
Cc1cccc(CN2CCN(C(=O)c3cccs3)CC2)c1 | -4.1 | /
CC1CCN(C(=O)Nc2cccc(NC(=O)N3CCC(C)CC3)c2)CC1 | -4.2 | 71.6
O=C(Nc1ncc(S(=O)(=O)c2ccc([N+](=O)[O-])cc2)s1)c1ccc(S(=O)(=O)N2CCCCC2)cc1 | / | 59.6
CC(=O)N1CCN(c2ccc(NC(=O)c3ccc4c(c3)OCCO4)cc2)CC1 | -2.8&8.3 | 151.4
Nn1c(SCC(=O)Nc2ccc3c(c2)OCO3)nnc1C1CCCCC1 | -4.9 | 101.5
COCCCNC(=O)CS(=O)Cc1nc(-c2ccccc2C)oc1C (centres undefined) | -8.6 | 89.3
CCOC(=O)c1c(-c2ccc(C)cc2)csc1NC(=O)c1cc2ccccc2oc1=O | 3.8 | /
Cc1ccc2oc(-c3ccc(NC(=O)c4cccnc4)cc3O)nc2c1 | -0.3 | /
CCOc1cccc(C(=O)Nc2nnc(-c3ccccc3C)s2)c1 | 4.7 | /
Nc1c(NCCCN2CCOCC2)c2ccccc2oc1=O | 18.7&-11.5 | 79.8
CCOC(=O)C1CCN(S(=O)(=O)c2cnc[nH]2)CC1 | 1.9 | 100.2
O=c1c2ccccc2nc2n1S(=O)(=O)c1ccccc1-2 | 6.5 | /
Cn1c(CNc2ccccc2O)nc2ccccc21 | 3.1&-6.2 | 97.1
CC(C)COc1ccc(C(=O)OCCN2CCOCC2)cc1 | 5.6 | 81.6
C/C(=N\OCC(=O)N/N=C/c1cc(Br)cc(Br)c1O)c1cccs1 | -3.2 | /
CCOc1ccc(C(=O)Nc2ccc(Oc3ccccc3)cc2)cc1 | 2.7 | /
CCCCOC(=O)c1cccc(NC(=O)c2cncc(Br)c2)c1 | -3.6 | /
Cn1c(=O)c2cc(NC(=O)c3ccccc3Cl)c(=O)oc2n(C)c1=O | 5.8 | /
Cc1cc(C)n(C(=O)c2cccs2)n1 | -6.8 | /
CSc1nc(N)c(C#N)c(-c2ccc(Cl)cc2)c1C#N | -9.8 | /
C/C(=N\Nc1nc(C)cc(-c2ccccc2)n1)c1c(F)c(F)c(F)c(F)c1F | 0.6 | /
Cc1cccc(COc2ccc3c(oc(=O)c4ccccc43)c2C)c1 | 2.0 | /
Cc1cc(C)n2nc(SCC(=O)Nc3ccc(F)cc3)nc2n1 | 2.1 | 99.5
Cn1c(=O)n(C)c2cc(CNc3ccc(N4CCOCC4)c(C(=O)O)c3)ccc21 | 14.6 | 101.0
CCOC(=O)c1sc(NC(=O)c2cc(OC)cc(OC)c2)c(C(N)=O)c1C | -10.5 | /

More compounds:
SMILES | HePTP inh | BAP1 block
C=CCn1c(SCC(=O)Nc2ccc3c(c2)OCO3)nnc1-c1ccccc1O | 3.0 | 56.3
Cc1ccccc1S(=O)(=O)Nc1c(C)n(C)n(-c2ccccc2)c1=O | 1.0 | /
CCC1(C)Cc2c(sc3nc(NC)n(C)c(=O)c23)CO1 (centres undefined) | 2.7 | 89.3
O=C(N/N=C/c1ccc([N+](=O)[O-])c(O)c1)c1cccc(F)c1 | 7.8 | /
Cn1c(=O)c2c(-c3ccccc3)n(N3CCOCC3)cc2n(C)c1=O | 2.0 | 93.3
CCOC(=O)C(CCCCOc1cccc(OC)c1)C(=O)OCC | -9.0 | /
CCOc1ccc(N(CC(=O)N2CCOCC2)S(=O)(=O)c2ccc(Br)cc2)cc1 | -5.0 | /
COc1cccc(-c2n[nH]c(=S)n2Cc2ccco2)c1OC | 2.3 | 107.2
Cc1ccc(S(=O)(=O)N2CCOCC2)cc1C(=O)Nc1ccccn1 | 4.8 | 101.0
O=C(Cn1c(C(=O)NCc2ccco2)cc2sccc21)c1ccccc1 | 1.7 | 94.2
O=C(CCn1nnc2ccccc21)N1CCC(O)(c2cccc(F)c2)CC1 | -3.1 | /
O=S(=O)(Oc1ccccc1)c1ccc(F)cc1 | 6.5 | /
O=C1CCCC2=C1C(c1cccc([N+](=O)[O-])c1)C1C(=O)c3ccccc3C1=N2 (centres undefined) | -1.3 | /
O=C(CSc1nnc(-c2ccco2)c(-c2ccco2)n1)Nc1ccccc1 | 9.6 | /
CCOC(=O)c1c(C)[nH]c(C(=O)O)c1C | 5.8 | 115.0
O=C(CC1CC2CCC1C2)NCc1cccs1 (centres undefined) | 5.2 | 101.0
O=C1c2ccc(Oc3ccc([N+](=O)[O-])cc3)cc2C(=O)N1c1nc2ccccc2s1 | 3.1 | /
CCCCCC1CC(CC(C)C(=O)Nc2nncs2)C(=O)O1 (centres undefined) | 16.8 | 95.8
CCOc1ccc(/C=N/N=C2\C(=O)Nc3ccccc32)cc1 | 8.8 | /
O=C(NCc1ccccc1)c1cc(S(=O)(=O)N2CCC3(CC2)OCCO3)ccc1F | 3.8 | 80.5
O=C1c2cccnc2C(O)N1Cc1ccco1 (centres undefined) | -3.5 | 110.9
CCN(CC)CCN1C(=O)C(=O)/C(=C(/O)c2c(C)[nH]c(C(=O)OC)c2C)C1c1ccccc1OC (centres undefined) | 4.7 | 85.7
CSc1nnc2c3c4c(sc3c(=O)n(-c3ccccc3)n12)CC(C)(C)OC4 | 8.1 | 94.4
C/C(=C1\SC(=S)NC1=O)c1cccc([N+](=O)[O-])c1 | -15.7 | /
Cn1c(=O)n(CCc2ccccc2)c(=O)c2c1nc1n2CCN1c1ccccc1 | -2.7 | 86.6

Ordered by value in BAP1 block (rising): five from the list above
SMILES | HePTP inh | BAP1 block
C=CCn1c(SCC(=O)Nc2ccc3c(c2)OCO3)nnc1-c1ccccc1O | 3.0 | 56.3
O=C(NCc1ccccc1)c1cc(S(=O)(=O)N2CCC3(CC2)OCCO3)ccc1F | 3.8 | 80.5
Cn1c(=O)c2c(-c3ccccc3)n(N3CCOCC3)cc2n(C)c1=O | 2.0 | 93.3
O=C(Cn1c(C(=O)NCc2ccco2)cc2sccc21)c1ccccc1 | 1.7 | 94.2
O=C(CC1CC2CCC1C2)NCc1cccs1 (centres undefined) | 5.2 | 101.0

Remaining list, next part:
SMILES | HePTP inh | BAP1 block
CC(=O)NC(C)C(c1cccs1)N1CCN(c2ccccc2)CC1 (centres undefined) | 1.3 | 110.9
O=C(c1c(Cl)nc2sccn12)N1CCN(c2cccc(Cl)c2)CC1 | 3.9 | /
Cc1ccc(Cn2nnc3c(=O)[nH]c(C4CCN(S(=O)(=O)c5ccc(F)cc5)CC4)nc32)cc1 | -6.2 | /
COc1ccc(CCNC(=O)C2C3CCC(O3)C2C(=O)O)cc1OC (centres undefined) | 7.1 | /
O=C1NC(=O)/C(=C/c2ccccc2OCc2ccc(Cl)cc2)S1 | -4.7 | /
N#Cc1cn(Cc2cccc(Cl)c2)c2ccccc12 | 1.6 | 63.1
O=C1NN(c2ccc(I)cc2)C(=O)/C1=C\c1ccc(F)cc1 | 104.2* | /
O=C(O)CCNC(=O)COc1ccccc1 | 2.5 | /
CCOc1ccc(C(=O)Nc2ccc(Cc3ccncc3)cc2)cc1Cl | 6.7 | /
O=C(/C=C/c1cccc([N+](=O)[O-])c1)c1ccc2c(c1)OCCO2 | -5.2 | /
CSc1ccc(CN2CCN(C(=O)c3cccs3)CC2)cc1 | 7.6 | /
CCOC(=O)C1=C(C)N=C2SCCC(=O)N2C1c1cc(Br)ccc1OC (centres undefined) | 7.3 | 88.9
Cc1ccc(C(=O)Nc2sc3c(c2C(=O)O)CCCCC3)o1 | -8.7 | 102.2
O=C(Nc1ccccc1)Nc1ccc(S(=O)(=O)N2CCCCC2)cc1 | 3.8&-2.3 | 72.5
CC(c1nnc(SCC(=O)Nc2ccc3[nH]c(=O)[nH]c3c2)n1Cc1ccccc1)N(C)C (centres undefined) | 5.5 | 108.8
O=C(CN1CCC(O)(c2ccccc2F)CC1)NCCc1c[nH]c2ccccc12 | 11.2 | 103.9
Cc1ccc(N(CC(=O)N(Cc2ccccc2)Cc2ccccc2)S(C)(=O)=O)cc1Cl | -16.9 | /
O=C(Nc1ccc(S(=O)(=O)N2CCCCCC2)cc1)C1CCCO1 (centres undefined) | -3.0 | 81.1
CC(C)N(Cc1c(O)ccc2c(=O)c(-c3ccc(Cl)cc3)coc12)C(C)C | -4.0 | /
COc1ccc(Cl)cc1C(=O)Nc1cccc(C)c1 | -12.4 | /
COc1cc(/C=N/NC(N)=O)ccc1OCC(=O)N1CCCCC1 | 6.6 | /
Cc1cc(=O)oc2cc(OC(=O)c3ccccc3)cc(OC(=O)c3ccccc3)c12 | 2.2 | /
Nc1c(C(=O)N2CCCCC2)sc(=S)n1-c1ccccc1 | -1.7 | 109.6
Nc1nc2ccc(OC(F)(F)F)cc2s1 | 10.3 | 117.5&92.2
O=C(Nc1cccc(F)c1)NC1CC2CCCC(C1)N2C1CC1 (centres undefined) | 9.7 | 98.7

More results follow.
SMILES | HePTP inh | BAP1 block
Cc1cc2n(c1)CCn1c(C)ccc1-2 | 5.8 | 98.8
COc1ccc(OC)c(NC(=O)C2CCCN(S(=O)(=O)c3cccc4nsnc34)C2)c1 (centres undefined) | 2.4 | 106.5
Cc1cc(NC(=O)c2cc3nc(-c4ccccc4)cc(-c4ccccc4)n3n2)no1 | 1.0 | /
CCC(C(=O)Nc1cc(C)nn1-c1nc(C)cc(C)n1)c1ccccc1 (centres undefined) | 0.0 | 101.8
Cc1cccc(C2CC(c3ccccc3)Nc3ncnn32)c1 (centres undefined) | -4.5 | 90.4
CC(=O)C1C(c2cccc(Oc3ccccc3)c2)NC(=O)NC1(O)C(F)(F)F (centres undefined) | 7.9 | 82.6
O=C(Cn1nnc(-c2ccccc2NC(=O)C2CC2)n1)NC1CCCCC1 | 6.7 | 112.0
CCOC(=O)Cc1csc(NC(=O)COc2ccc(-c3ccccc3)cc2)n1 | 1.9 | /
O=C(OCCN=C1NS(=O)(=O)c2ccccc21)c1cccnc1 | 0.9 | 107.9
Cc1cc(OCC(=O)Nc2c(C)cc(Br)cc2C)ccc1Cl | -1.0 | /
CCC(=O)NCCCOc1ccccc1 | 2.6 | 102.7
Cc1ccc(OCc2nnc(NC(=O)Nc3ccc(Cl)c(Cl)c3)s2)cc1 | -3.3 | /
COc1ccccc1Nc1nc(N)nc(CSc2nccc(C)n2)n1 | -1.9 | 98.8
COc1ccc(Cn2c(N)c(C#N)c3nc4ccccc4nc32)cc1OC | 2.0 | 60.2
O=c1/c(=C/c2cn(CCOc3ccc(Br)cc3)c3ccccc23)sc2nc3ccccc3n12 | 10.3 | /
Cc1cccc(C(=O)NNC(=O)c2ccc(O)cc2O)c1 | -19.7 | /
COc1ccccc1NS(=O)(=O)c1ccc(Cl)cc1 | 6.8 | 75.5
Cc1nc(C(C)(C)O)n(-c2ccccc2)n1 | -4.8 | 102.0
CCOc1cc(/C=C2/SC(=S)N(C)C2=O)cc(Br)c1OCCOc1cccc(C)c1 | 8.2 | /
CCCCN(C)CCCNC(=O)Cn1c(=O)sc2ccccc21 | 1.4 | /
O=C(c1cccn2c(=O)c3ccc(Cl)cc3nc12)N1CCN(Cc2ccc3c(c2)OCO3)CC1 | -2.3 | /
Cc1ccc(O)c(NC(=O)COc2cc(C)ccc2C)c1 | -5.1 | /
CCOC(=O)c1cc2sc(C)cc2n1CC(=O)N1CCOCC1 | 8.9 | 107.2
CCOc1ccc(/C=C2/SC(=S)NC2=O)c(OCC)c1 | -2.8 | /
CCc1ccc(NC(=O)c2cnc3scc(C)n3c2=O)cc1 | 4.0 | 81.0

Complete entries, quoted from the list. Screens in order: HePTP inh | BAP1 block
CCOc1cc(/C=C2/SC(=S)N(C)C2=O)cc(Br)c1OCCOc1cccc(C)c1 as listed: 8.2 | /
COc1ccccc1NS(=O)(=O)c1ccc(Cl)cc1 as listed: 6.8 | 75.5
CCOc1ccc(/C=C2/SC(=S)NC2=O)c(OCC)c1 as listed: -2.8 | /
Cc1nc(C(C)(C)O)n(-c2ccccc2)n1 as listed: -4.8 | 102.0
CCc1ccc(NC(=O)c2cnc3scc(C)n3c2=O)cc1 as listed: 4.0 | 81.0

Following part.
SMILES | HePTP inh | BAP1 block
O=C(/C=C/c1cccc([N+](=O)[O-])c1)Nc1ccc(N2CCOCC2)cc1 | -9.1 | /
COc1cccc(-n2nnnc2SCC(=O)Nc2cccc(C)n2)c1 | 4.6 | 78.6
O=C(CN(c1cccc(Cl)c1)S(=O)(=O)c1ccccc1)N1CCc2ccccc2C1 | -5.1 | /
Cc1csc2ncc(C(=O)NC(C)c3ccccc3)c(=O)n12 (centres undefined) | 5.1 | 88.4
CCCCOc1ccc(NC(=O)c2cc3cc(Br)ccc3oc2=O)cc1 | 3.5 | /
Cc1cccc(N2C(=O)C3C(C2=O)N2C(c4ccco4)C4C(=O)N(c5cccc(C)c5)C(=O)C4N2C3c2ccco2)c1 (centres undefined) | -17.1 | /
COc1ccc(/C(C)=N/NC(=O)c2n[nH]c3c2CCCC3)cc1OC | -13.7 | /
O=S(=O)(c1ccccc1C(F)(F)F)N1CCOCC1 | -9.0 | 101.1
C=CCc1cccc2cc(C(=O)NC)c(=O)oc12 | -3.4 | 63.0
O=C(COc1ccccc1[N+](=O)[O-])Nc1ccc(Cc2ccncc2)cc1 | 7.6 | /
CCC1CCCCN1C(=O)C1CC(c2cc(Cl)c(OC)cc2OC)=NO1 (centres undefined) | 0.4 | 100.3
COc1ccc(OC)c(S(=O)(=O)N(C)CC(=O)O)c1 | 3.6 | 100.9
N#C/C(=C/c1ccc(-c2ccc(S(N)(=O)=O)cc2)o1)C(=O)Nc1ccccc1 | 12.2 | /
Cc1ccccc1Cn1ccc(NC(=O)CCSc2nc(-c3ccco3)cc(C(F)(F)F)n2)n1 | 10.8 | /
COc1ccccc1NC(=O)C1=C(C)NC(=O)NC1c1ccccc1F (centres undefined) | -1.6&10.9 | 91.9
O=C(Nc1nc(-c2nc3ccccc3s2)cs1)c1ccco1 | -1.7 | 65.3
NC(=O)C1CCN(C(=O)CSc2ccccn2)CC1 | 0.6 | 119.3
CSc1nc2sc3c(c2c(=O)[nH]1)CCCC3 | 5.5&-4.3 | 79.9
COCCN1Cc2c(sc(C)c2C)N(C(=O)c2ccccc2)C1 | 2.7 | 103.8
Cc1cc(=O)[nH]c(=S)n1-c1ccccc1 | 6.2 | 101.5

Rows are unselected; overall some 0.7% were active at least once.
